Peg3 promoter = reduces Peg3 promoter-driven luciferase expression in HeLa. HeLa PEG-Prom luciferase reporter, luminescence, overnight. inhibition, % at 20 µM. actives 1.7% (n = 360,000);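 active = inhibition of at least 50% at 20 µM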
TRAIL sens C8 = sensitizes caspase-8 expressing cells to TRAIL. NB7+C8 cells + TRAIL, ATPlite viability luminescence. inhibition (viability loss, TRAIL sensitization), % at 10 µM. actives 1% (n = 360,000). AID 624354;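 active = compounds causing at least 50% loss of cell viability in the single-dose screen, relative to plate controls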
NR2E3 ag-1 = activates human NR2E3 receptor; Q9Y5X4; CHO-S Gal4-NCOR/VP16-NR2E3 two-hybrid, luciferase; inhibition of corepressor binding, % at 3.98 µM; actives 0.35% (n = 360,000); AID 602229;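 active = inhibition above the mean of all tested compounds plus 3 SD, cut at about 70% in these data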;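 note: 0% = DMSO with NR2E3 transfected cells and 100% = cells lacking NR2E3 construct; higher means lower luciferase signal from less NR2E3 corepressor binding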
Target sequence (Q9Y5X4 whole entry, looked up, the tested form may be a part): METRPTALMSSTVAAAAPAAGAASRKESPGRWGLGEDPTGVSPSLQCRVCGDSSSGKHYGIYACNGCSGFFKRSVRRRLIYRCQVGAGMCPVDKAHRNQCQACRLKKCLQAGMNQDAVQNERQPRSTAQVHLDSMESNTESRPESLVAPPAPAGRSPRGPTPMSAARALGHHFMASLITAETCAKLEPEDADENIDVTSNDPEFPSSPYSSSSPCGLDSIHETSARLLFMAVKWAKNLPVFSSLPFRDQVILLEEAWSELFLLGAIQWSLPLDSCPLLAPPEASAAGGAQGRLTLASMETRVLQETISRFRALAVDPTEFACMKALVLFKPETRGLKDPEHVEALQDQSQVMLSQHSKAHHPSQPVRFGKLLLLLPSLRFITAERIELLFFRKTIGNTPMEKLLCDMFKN
NR2E3 ag-2 = NR2E3 (human) agonism | Q9Y5X4 | GST-NR2E3/biotin-RetCOR TR-FRET, 1536-well | inhibition of corepressor binding, % at 4.78 µM | actives 0.12% (n = 320,000) | AID 2300;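 active = percent inhibition above the cutoff of mean plus 3 SD of all tested compounds, set per screening campaign, cut at about 20% in these data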;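 note: 0% = DMSO wells and 100% = biotin wells as full block of FRET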
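system = GST-tagged NR2E3 plus biotinylated RetCOR corepressor | input = 1.35 nM GST-NR2E3 | also added = 7 nM biotin-RetCOR | schedule = 5 h incubation at 4 °C | measured by = TR-FRET with europium anti-GST and streptavidin-D2, 340 nm excitation | read-out = percent loss of FRET ratio relative to control wells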
HIF-2a inh = blocks HIF-2a reporter activity; 786-0 RCC cells HIF-2a reporter, luciferase luminescence, overnight; AID 624352; actives 0.72% (n = 360,000); inhibition, % at 18.8 µM;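 active = inhibition of the luminescence signal of 40% or more relative to plate controls, in a single-dose primary screen at 18.75 µM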
Shn3 inh set2 = inhibitors of Schnurri-3 3'UTR reporter in osteoblasts; Clone20 osteoblast Shn3 3'UTR firefly luciferase, 24 h; actives 0.52% (n = 360,000); inhibition, % at 12.5 µM;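 active = mean inhibition of at least 75% with every replicate also reaching 75%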;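 note: 0% = median of neutral control wells and 100% = pilot-screen positive control compound; some compounds past the cut are filed as inactive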
CF NFkB block = blocks PAF-induced NF-kB reporter in cystic fibrosis cells; KKLEB NF-kB-GFP reporter, GFP fluorescence overnight; inhibition, % at 5 µM; actives 0.86% (n = 360,000); AID 588850;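 active = at least 50% inhibition at 5 µM, scaled per plate between neutral and stimulator controls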;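 note: PAF is a Pseudomonas aeruginosa culture filtrate used as stimulus; plate controls were PAF-stimulated DMSO wells for no effect and unstimulated DMSO wells for full effect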
MITF TRPM1 inh = MITF TRPM1 promoter inhibition in SK-MEL-5 cells | inhibition, % at 12.5 µM | actives 0.83% (n = 330,000) | SK-MEL-5 TRPM1 promoter luciferase, 24 h | AID 488899;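 active = mean inhibition across replicates of 60% or more, whatever share of single replicates reaches that level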; note: values of inactives mirror those of a sister screen read the other way
KKLEB tox = counter-screen for CF NF-kB inhibitors: cytotoxicity; KKLEB CF airway cells viability, ATPlite luminescence, overnight; stronger effect = lower value; cells stimulated with P. aeruginosa culture filtrate; activity change (cytotoxicity), % at 5 µM; actives 0.36% (n = 360,000); AID 602141;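 active = corrected activity change at or below -50% at 5 µM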
hiPSC survival = hiPSC single-cell survival enhancement. survival enhancement, % at 20 µM. AID 602274. actives 0.044% (n = 360,000). ATPlite luminescence; 100% = ROCK inhibitor wells, 0% = DMSO; in the data active = survival enhancement above about 18%;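 note: cells exposed to compounds for 16 hours before the ATP read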
LMP1 NFkB inh = reduces LMP1-driven NF-kappaB luciferase signal; inhibition, % at 12.5 µM; LMP1-induced NF-kappaB luciferase reporter cells, luminescence; actives 0.69% (n = 350,000); in the data active = inhibition above about 41%;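 note: 0% = neutral control wells and 100% = reference inhibitor control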
Active calls of the source: *; x = not tested or not shown. This is a subset; the hit share may differ from the screen's.

Values in the order: Peg3 promoter, TRAIL sens C8, NR2E3 ag-1, NR2E3 ag-2, HIF-2a inh, Shn3 inh set2, CF NFkB block, MITF TRPM1 inh, KKLEB tox, hiPSC survival, LMP1 NFkB inh
Cc1ccc2c(c1)c1c(n2CC(O)CNC(CO)(CO)CO)CCCC1 (configuration not stated)
→ -1.3, -6.2, -15.9, -0.3, 8.4, -13.6, 6.7, -10.1, -4.2, 0.4, -4.4
C#CCN(C[C@H]1[C@H](OC(=O)NCc2ccccc2)[C@H](OC(=O)NCc2ccccc2)C[C@@H](C(=O)OC)[C@H]1C(=O)OC)S(=O)(=O)c1ccc(C)cc1
→ 6.7, -7.9, -6.3, x, -7.9, 18.6, 35.3, x, -17.6, -2.0, -0.1
Cc1nn(Cc2cccc(C(N)=O)c2)c(C)c1Br
→ -1.1, -5.2, -13.2, -4.3, 9.2, 8.8, 11.7, 2.8, 4.0, 0.1, -12.5
CCCN(CC(=O)Nc1ccccc1C)C(=O)Cc1cccs1
→ -14.6, -0.5, 8.1, 0.8, 9.6, 6.6, 23.1, 0.7, 18.7, -0.5, -18.2
COc1cccc(C(C)N(C)Cc2nc(-c3ccoc3)oc2C)c1 (configuration not stated)
→ -5.1, -6.3, -42.0, 6.6, 23.5, -14.5, -14.8, 2.9, -0.2, 1.3, -4.6
O=C(NCc1cccnc1)Nc1ccc2c(c1)OCO2
→ -45.9, -2.7, -20.2, 1.7, -104.0, -20.4, -0.4, -4.9, -1.8, 1.0, -6.7
N#Cc1ccc(Oc2ccc(C(F)(F)F)cc2NC(=O)c2ccc(F)cc2)cc1
→ 11.5, -7.7, -14.5, 0.3, 14.0, 10.0, -17.1, -2.4, -1.4, 0.0, 7.1
CCN(CC)S(=O)(=O)c1ccc2c(c1)nc(CCC(=O)OCC(=O)Nc1cc(Cl)cc(Cl)c1)n2C
→ -3.0, 23.9, -22.9, -6.6, 3.6, -1.4, -11.5, -9.3, 2.9, -0.4, -0.2
COc1ccc(C(CCN2CCCC(C)C2)c2c(OC)cc(OC)c3c(C)cc(=O)oc23)cc1 (configuration not stated)
→ -24.1, 1.6, 10.4, 2.1, -1.6, -14.0, -19.0, -4.8, -24.0, -3.7, -10.5
Cn1ccc2c(-c3ccc(C(=O)O)cc3)cc3c(c21)C1CCC3O1 (configuration not stated)
→ -38.2, 5.5, -42.1, x, -70.4, -5.9, -2.3, x, -21.2, 1.9, x
CS(=O)(=O)N1CCc2cc(-c3csc(NC(=O)C(c4ccccc4)c4ccccc4)n3)ccc21
→ 10.5, -21.1, 24.4, 0.5, -22.2, 27.4, -21.5, -4.9, 15.1, 10.5, -6.4
CCOc1cc(C)c(Cl)cc1S(=O)(=O)n1cnc2ccccc21
→ 14.2, -23.7, -10.8, 2.3, 20.9, 7.0, -20.4, 1.6, 9.0, 1.3, 4.2
O=C(/C=C/c1ccc(Cl)cc1Cl)c1ccc[nH]1
→ -207.8, -3.0, -22.8, 4.2, -223.7, -31.0, -13.0, -49.3, -6.3, -4.1, -18.4
COc1ccc(CCC(=O)OCC(=O)Nc2ccc3[nH]c(=O)[nH]c3c2)cc1
→ 3.5, -28.8, -3.5, -0.3, 3.3, 8.8, -6.8, -5.2, -1.7, -0.5, -12.6
CC(C(=O)Nc1cccc([N+](=O)[O-])c1)[n+]1ccccc1 (configuration not stated)
→ 11.9, 11.7, -6.0, -1.3, 12.3, -7.6, 3.5, 7.1, 12.5, 0.8, -5.2
COc1ccc(NC(=O)C2CC(=O)NC(Nc3cccc(C)c3)=N2)cc1 (configuration not stated)
→ 1.0, 12.5, -30.9, 1.8, 9.9, -10.4, -4.2, -3.6, 4.0, 0.1, -2.7
COc1ccc(S(=O)(=O)N(C)CC(=O)N2CCOCC2)cc1
→ 1.7, -25.2, 10.4, 0.0, -14.8, -3.8, -0.2, 6.7, 8.9, -1.9, -3.9
CN(C)c1ccc(C2(O)C(=O)c3ccccc3C2=O)cc1
→ -1.3, 0.5, 9.2, 1.9, 5.4, -0.7, 7.4, 6.1, 8.8, 1.1, -45.6
O=C(Nc1ccc(S(=O)(=O)N2CCCCCC2)cc1)c1c(F)cccc1F
→ -3.4, 12.9, 12.5, -1.6, -16.1, 6.1, -20.3, -2.2, 5.1, 0.0, -6.9
C(=C\c1ccccc1)/CSc1nc2ncccc2[nH]1
→ -112.3, -5.4, -56.7, 0.4, -162.5, -30.1, 27.3, -57.1, -9.9, -0.6, -7.3
FC(F)(F)C1=CC(c2ccc(Br)cc2)=NCCN1
→ 5.7, -29.5, -18.8, 0.0, 4.8, 3.2, 4.2, 3.2, 9.3, -1.0, 2.0
COc1cc(C(=S)N2CCCC2)cc(OC)c1OC
→ -4.4, -39.4, 14.6, 7.9, 14.3, -49.1, -7.3, 20.0, 7.9, -2.8, -73.7
COc1ccc(C(=O)OCc2cc(C)ccc2C)cc1S(=O)(=O)N1CCCC1
→ 15.4, -10.2, 13.5, 0.2, 2.7, 9.2, -5.2, 6.4, -16.7, 0.0, 2.7
Nc1nnc(SC2CCCC2)s1
→ -33.1, 1.1, -16.4, -0.7, -12.9, -23.4, 6.0, -9.2, 9.7, -0.2, -4.7
N=C(N)SCc1ncccc1O
→ -6.2, -9.6, 21.5, -0.4, 16.1, 0.9, -36.2, -0.9, 6.1, -0.9, -0.9
Nc1nc(CN2CCCCC2)cs1
→ 8.1, 7.9, 14.7, -0.3, 19.4, -10.9, -7.0, -12.3, 6.6, 1.7, 5.3
CCN(C(=O)COC(=O)c1oc2ccccc2c1C)c1c(N)n(Cc2ccccc2)c(=O)[nH]c1=O
→ 15.4, -4.0, -12.3, 2.1, 4.2, 5.5, 14.3, 8.1, 2.3, -0.3, 5.7
O=C(CN1CCOCC1)Nc1ccc(Oc2ccc(NC(=O)CN3CCOCC3)cc2)cc1
→ 6.1, 14.5, -1.1, 2.3, 8.6, -23.8, -0.2, -3.2, -17.1, -3.6, 0.1
COc1ccc(C(=O)n2nc(-c3ccccc3)nc2SC)cc1
→ -11.6, -0.9, 6.1, x, -4.3, 1.3, 2.5, -6.2, -3.6, -1.4, -0.9
COc1ccccc1OCC(=O)Nc1ccc(S(=O)(=O)N2CCN(C)CC2)cc1
→ 18.5, -7.8, 5.6, 1.6, 12.8, 0.0, 10.1, -11.5, 2.4, 0.3, -2.0
COc1ccc(NS(=O)(=O)c2ccc(NC(=O)c3ccccc3)cc2)nn1
→ 8.5, -2.5, -29.1, 2.0, 9.4, 3.2, -13.8, -11.6, -13.2, 0.1, 0.1
Cc1cc(CNC(=O)[C@H](C)[C@@H]2C[C@@]2(C)[C@@H](NC(=O)OCc2ccccc2)c2ccccc2)nn1C
→ -14.8, -11.9, -7.3, 0.9, -2.0, 0.2, -6.0, x, 10.6, 3.8, -0.2
Cc1ccc2nc(C)c(C(=O)N/N=C/c3cccs3)n2c1
→ -2.6, 9.4, -17.7, 2.5, -22.0, 12.1, 1.4, 2.2, 14.4, 2.0, 0.2
C/C(=C(/CCO)SSCC1CCCO1)N(C=O)Cc1cnc(C)nc1N (configuration not stated)
→ -7.1, 0.6, -19.1, 1.8, -5.2, 9.2, -2.1, 7.5, -9.0, 4.5, 1.9
COc1ccc(C(=O)N2CCN(c3ccc([N+](=O)[O-])c(-n4nc(C)cc4C)c3)CC2)cc1
→ 11.3, -2.6, 5.3, -4.7, 9.0, 32.7, -14.2, -0.6, 6.3, -1.8, 3.9
Cc1ccccc1C(=O)NCC(=O)Nc1ccc(C)c(S(=O)(=O)N2CCCCCC2)c1
→ 21.4, 2.9, -6.7, -3.2, 15.7, -11.3, -5.9, 11.8, 3.9, -0.3, 2.7
CC(=O)c1cc(C#N)c(SCc2ccncc2)nc1C
→ -17.1, -8.3, -53.6, -3.7, 1.7, -1.3, 16.9, -7.5, -1.7, 1.2, 3.0
CCN1CCN(c2ccc(NC(=O)c3cccc(S(=O)(=O)N4CCCC4)c3)cc2)CC1
→ -3.3, 6.3, -20.6, x, -0.3, 2.1, -7.6, 0.6, 0.6, 2.1, 10.9
Cc1ccc(S(=O)(=O)Nc2ccc(C(=O)Nc3ccncc3)cc2)cc1
→ 21.3, 7.3, 19.1, 1.6, 17.5, 10.3, -11.1, 9.5, -20.7, 2.2, 0.4
O=C(CNS(=O)(=O)c1cccc(C(F)(F)F)c1)NC1CCCCCC1
→ 0.3, -4.5, -13.2, x, 8.6, 27.1, 17.3, 3.4, 13.0, -0.8, 2.4
Cc1ccc(C)c(NS(=O)(=O)c2ccc3c(c2)Cc2cc(S(=O)(=O)Nc4cc(C)ccc4C)ccc2-3)c1
→ 8.2, -1.3, -18.7, -0.4, 4.5, 14.6, 28.3, 4.8, -15.1, 1.4, 0.5
Cc1nn(C)c(C(=O)NNC(=S)Nc2ccc(F)cc2)c1[N+](=O)[O-]
→ -1.9, -4.2, -14.9, -2.8, -13.2, 9.3, -11.2, 9.3, 12.0, 0.3, -5.7
CCN(CC)S(=O)(=O)c1ccc(-c2nnc(SCc3nnc(-c4ccc(C)cc4)o3)o2)cc1
→ 41.1, 3.2, 8.0, 5.2, 1.9, 6.0, 16.4, 7.7, -21.0, 1.3, -1.7
CCOC(=O)C1=C(C)NC(=O)NC1c1cccc(OC)c1OCc1ccccc1Cl (configuration not stated)
→ 10.1, -3.1, -16.3, 2.7, 15.6, 13.0, 9.7, 19.9, 1.1, 0.6, -4.3

Three structures from above, ordered by number of heavy atoms, rising:
Values in the order: Peg3 promoter, TRAIL sens C8, NR2E3 ag-1, NR2E3 ag-2, HIF-2a inh, Shn3 inh set2, CF NFkB block, MITF TRPM1 inh, KKLEB tox, hiPSC survival, LMP1 NFkB inh
Nc1nnc(SC2CCCC2)s1
→ -33.1, 1.1, -16.4, -0.7, -12.9, -23.4, 6.0, -9.2, 9.7, -0.2, -4.7
Cc1ccc(S(=O)(=O)Nc2ccc(C(=O)Nc3ccncc3)cc2)cc1
→ 21.3, 7.3, 19.1, 1.6, 17.5, 10.3, -11.1, 9.5, -20.7, 2.2, 0.4
CCN1CCN(c2ccc(NC(=O)c3cccc(S(=O)(=O)N4CCCC4)c3)cc2)CC1
→ -3.3, 6.3, -20.6, x, -0.3, 2.1, -7.6, 0.6, 0.6, 2.1, 10.9
